rCAG binder – binders of r(CAG) RNA repeats, primary screen, biochemical, fluorescence | r(CAG) RNA repeat, TO-PRO-1 dye displacement fluorescence | inhibition, % at 3 µM | actives 1.3% (n = 370,000);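 active = inhibition above the plate cutoff, the mean of all test compounds on that plate plus 3 SD, cut at about 35% in these data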;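 note: 0% = DMSO alone and 100% = 100 µM mitoxantrone as full dye displacement; higher means more dye released from RNA so lower well fluorescence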
FXN GAA850 act – FXN promoter activators, primary screen, cell-based, luciferase luminescence, HEK293 lucGAA850; HEK293 lucGAA850 FXN promoter luciferase reporter, 24 h; percent of 10 µM SAHA response; activation, % at 6 µM; actives 0.56% (n = 360,000); AID 540364, 2011;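 active = activation above the average of all compounds screened plus 3 SD, cutoff fixed separately per campaign, cut at about 7.5% in these data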;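 note: 0% = DMSO wells and 100% = 10 µM SAHA wells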
ARFGAP1 inh – inhibitors of rat ARFGAP1 GAP activity, primary screen, biochemical, fluorescence polarization, GDP tracer | Arfgap1-stimulated ARF1 GTP hydrolysis, GDP FP detection | ADP-ribosylation factor GTPase-activating protein 1 (Rattus norvegicus), Q62848 | inhibition, % at 16.5 µM | actives 0.26% (n = 360,000) | AID 651572, 2012;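 active = inhibition above a per-plate limit, mean inhibition of low control wells plus 3 SD, cut at about 25% in these data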;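 note: 0% = DMSO wells with enzyme and 100% = wells lacking Arfgap1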
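system = rat Arfgap1 catalytic domain, aa 1-136 | technique = FP, GDP Alexa 633 tracer displaced from anti-GDP antibody, 620/688 nm | compound = one concentration, 16.5 µM, DMSO 1.26% | medium = HEPES-based buffer, pH 7.5 | timing = compound-enzyme preincubation 20 min, reaction 120 min, detection 60 min, 25 °C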
ADAM10 inh – human ADAM10 inhibitors, primary screen, biochemical, QFRET, HTS. recombinant ADAM10, EDANS/DABCYL FRET peptide cleavage, 3 h. inhibition, % at 7 µM. actives 0.62% (n = 370,000). Disintegrin and metalloproteinase domain-containing protein 10 (Homo sapiens), O14672;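 active = inhibition above a per-campaign cutoff equal to the mean of compounds falling between control-based bounds plus 3 SD, cut at about 20% in these data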;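 note: 0% = DMSO wells while the 100% control is not disclosed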
Target sequence (O14672 214-748 limits assumed): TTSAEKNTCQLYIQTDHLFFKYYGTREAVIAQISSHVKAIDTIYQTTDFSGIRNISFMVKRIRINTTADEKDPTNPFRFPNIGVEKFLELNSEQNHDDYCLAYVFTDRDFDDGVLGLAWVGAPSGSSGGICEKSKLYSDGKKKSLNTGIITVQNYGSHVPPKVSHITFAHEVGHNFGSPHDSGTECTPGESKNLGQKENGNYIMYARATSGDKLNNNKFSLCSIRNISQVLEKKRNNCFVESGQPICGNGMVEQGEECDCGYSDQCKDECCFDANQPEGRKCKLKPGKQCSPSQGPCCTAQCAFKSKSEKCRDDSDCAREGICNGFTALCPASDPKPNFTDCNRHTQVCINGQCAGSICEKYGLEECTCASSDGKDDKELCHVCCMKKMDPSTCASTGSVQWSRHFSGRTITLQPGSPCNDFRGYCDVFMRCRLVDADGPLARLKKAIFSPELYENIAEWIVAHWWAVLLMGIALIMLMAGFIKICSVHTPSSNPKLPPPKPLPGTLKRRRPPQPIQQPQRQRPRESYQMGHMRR
Tn6 DDE FP – inhibitors of Tn6 peptide binding to fibrin DD(E), primary screen, biochemical, fluorescence polarization, human fibrin, Tn6 probe | Fibrinogen beta chain (Homo sapiens), P02675 | Fibrin DD(E) TRITC-Tn6 fluorescence polarization displacement | inhibition, % at 8.3 µM | actives 0.21% (n = 370,000) | AID 720509, 2013;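 active = inhibition above a per-campaign cutoff: mean of compounds within control limits plus 3 SD, cut at about 15% in these data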;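 note: 0% = median of all compound wells on the plate and 100% = blocking peptide control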
Target sequence (P02675 whole entry, looked up): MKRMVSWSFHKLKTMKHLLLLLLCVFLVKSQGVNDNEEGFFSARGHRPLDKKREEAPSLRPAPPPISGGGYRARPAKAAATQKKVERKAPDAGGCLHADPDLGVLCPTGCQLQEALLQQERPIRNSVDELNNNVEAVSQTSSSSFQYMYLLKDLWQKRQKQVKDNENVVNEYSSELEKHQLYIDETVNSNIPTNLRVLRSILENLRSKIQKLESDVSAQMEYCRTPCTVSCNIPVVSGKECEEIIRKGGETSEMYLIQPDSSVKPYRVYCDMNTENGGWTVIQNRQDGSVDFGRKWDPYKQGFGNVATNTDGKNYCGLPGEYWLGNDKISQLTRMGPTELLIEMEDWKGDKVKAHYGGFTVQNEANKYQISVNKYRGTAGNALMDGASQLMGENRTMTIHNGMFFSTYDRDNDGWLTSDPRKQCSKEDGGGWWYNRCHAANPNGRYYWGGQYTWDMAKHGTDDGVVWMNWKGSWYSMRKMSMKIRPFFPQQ
NPR2 activator – human GC-B receptor activators, primary screen, HEK293 GC-B cells, cGMP TR-FRET, EC30 CNP; Atrial natriuretic peptide receptor 2 (Homo sapiens), P20594; 0% at EC30 CNP, 100% saturating CNP; activation, % at 10 µM; actives 0.11% (n = 370,000); AID 1920062, 2024;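 active = activation at 10 µM reaching about 35% in either raw or pattern-adjusted values, limit read from the data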
KLK7 zymogen act – proKLK7 zymogen activators, primary screen, biochemical, fluorescence intensity | actives 0.9% (n = 370,000) | activation, % at 7 µM | purified proKLK7, EDANS-DABCYL substrate fluorescence; 100% is mature enzyme control, 0% vehicle | AID 652039, 2013;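 active = activation above the mean of all tested compounds plus 3 SD, computed per campaign excluding outliers beyond control limits, cut at about 13% in these data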
NPR1 activator – GC-A stimulated cGMP production enhancers – HEK293 GC-A cells, cGMP TR-FRET, EC30 ANP, primary screen. 0% at EC30 ANP, 100% saturating ANP. Atrial natriuretic peptide receptor 1 (Homo sapiens), P16066. actives 0.14% (n = 370,000). activation, % at 10 µM; in the data active = activation above about 40%
sPLA2-III inh – human group III sPLA2 inhibitors, primary screen, biochemical, QFRET, BODIPY PC-A2 liposome substrate; Group 3 secretory phospholipase A2 (Homo sapiens), Q9NZ20; QFRET BODIPY PC-A2 liposome hydrolysis, fluorescence; inhibition, % at 12.2 µM; actives 0.56% (n = 370,000); AID 743126, 2013;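 active = inhibition above mean plus 3 SD of compounds lying within the high and low control bounds, cut at about 19% in these data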;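 note: 0% = median of test compound wells and 100% = no enzyme DMSO wells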
ASAP1 inh – inhibitors of human ASAP1 ArfGAP activity, primary screen, biochemical, fluorescence polarization. ASAP1-stimulated ARF1 GTP hydrolysis, GDP FP detection. Arf-GAP with SH3 domain, ANK repeat and PH domain-containing protein 1 (Homo sapiens), …. actives 0.19% (n = 360,000). inhibition, % at 16.5 µM; in the data active = inhibition above about 25%;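 note: 0% = vehicle with enzyme and substrate and 100% = no enzyme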
Numbers without * were called inactive; i = inactive; / = not tested or not shown.

SMILES	rCAG binder	FXN GAA850 act	ARFGAP1 inh	ADAM10 inh	Tn6 DDE FP	NPR2 activator	KLK7 zymogen act	NPR1 activator	sPLA2-III inh	ASAP1 inh
O=C(C[C@@H]1CC[C@@H]2[C@H](COC[C@H](O)CN2Cc2cccc(C(F)(F)F)c2)O1)NCc1ccc(Cl)cc1	-1	/	11	2	12	0	0.1	0	-9	3
CCOc1ccc(NC(=O)Cc2c(O)c3ccccc3[nH]c2=O)cc1	0	2.9	-3	-15	3	-6	-0.2	6	6	-4
O=S(=O)(c1ccc(Cl)cc1)c1nc(-c2ccccc2F)oc1NCCCN1CCOCC1	-6	3.6	-1	1	2	4	0.4	2	-4	-7
Cc1ccc(S(=O)(=O)N2CCCCC2)cc1NC(=O)CSc1nnc(C2CC2)n1C	1	1.7	2	0	-5	4	0.6	4	0	-4
COc1ccc(C2C(C(=O)OCC(=O)Nc3ccc(C)cc3)CCC(=O)N2c2ccc(OC)cc2)cc1 (stereo not given)	-3	0.7	1	0	3	-3	0.2	-3	-9	-4
CCCn1c(N)c(N2CCCCC2)c(=O)n(CC(=O)Nc2ccc(OC(F)(F)F)cc2)c1=O	37*	-0.1	-9	-1	-6	-5	0.1	1	-25	-11
C#CCSc1ncc(S(=O)(=O)c2ccccc2)c(=O)[nH]1	2	-0.1	8	4	-2	4	0.1	0	-13	1
Cc1ccc(-c2c(C#N)c(N)nc3c2CCCC3)s1	3	4.7	2	-6	-1	1	0.1	-8	10	-1
CC(=O)CC(=O)NC(=NC1CCCCC1)Nc1nc(C)cc(C)n1	15	2.0	-5	5	-7	2	-0.8	1	-5	12
CC1(C(=O)N2CCC(CO)(Cc3cccc(C(F)(F)F)c3)CC2)CC1	-8	0.4	-7	-12	-1	4	-0.2	1	3	-9
O=C(CCN1C(=O)/C(=C/c2cccs2)SC1=S)Nc1cccc(C(=O)O)c1	60*	-1.1	4	6	2	2	-0.4	-3	-1	0
Cc1cccc(-c2nc3ccccc3c(=O)n2NC(=O)/C=C/c2ccc([N+](=O)[O-])cc2)c1	12	1.4	-4	2	0	5	-0.9	-2	-13	-2
CC1CC(CC(=O)NNc2nc(-c3ccccc3)cs2)C(=O)O1 (stereo not given)	3	0.3	8	-7	-5	5	-0.6	1	6	-3
Cc1cccc(/C=N/NC(=O)CN2CCCCCCC2)c1	-1	1.5	1	-7	3	4	0.3	2	1	-2
N#CC1=C(N)n2c(s/c(=C\c3ccco3)c2=O)=C(C#N)C1c1ccco1 (stereo not given)	54*	2.2	0	-30	3	4	-0.6	11	-6	-9
N#Cc1c(N)nc(N)nc1Nc1ccc(Br)cc1	-2	4.3	6	7	3	-9	-0.7	-24	8	2
O=C(CN1CCN(Cc2ccccc2Cl)C1=O)NC1CCCCCC1	-5	1.6	-5	8	2	/	0.4	/	-8	-3
O=C(NCC1CCCO1)C(=O)N/N=C/c1c(F)cccc1Cl (stereo not given)	0	0.8	19	1	3	1	-0.3	1	3	1
COc1ccc(C)cc1S(=O)(=O)N(CC(=O)N1CCCC1)c1ccc(C)cc1	-3	-0.1	0	-14	1	-4	-0.5	-4	4	20
COc1ccc(Cl)cc1NC(=O)CN(C)C(C)C(=O)NCC1CCCCC1 (stereo not given)	-5	-0.8	5	6	-6	-6	0.1	-7	-2	-3
Cc1cc(C)c2nc(-c3ccncc3)cc(C(=O)N3CCN(Cc4ccccc4Cl)CC3)c2c1	5	2.0	3	-29	-8	-18	0.4	-14	1	7
O=Cc1nccc2ccccc12	2	-1.3	4	-12	4	1	0.3	-2	5	-1
O=C(Nc1ccc2[nH]c(=S)sc2c1)c1ccccc1	10	2.8	-5	5	3	0	-0.3	-2	15	0
CN(C)S(=O)(=O)c1ccc2nc(COCc3nc4ccc(S(=O)(=O)N(C)C)cc4[nH]3)[nH]c2c1	/	/	/	3	0	-3	/	0	-10	/
OC(C#CCCN1CCCCC1)(c1ccccc1)c1ccccc1	-9	0.0	-2	-4	3	-4	-0.3	-5	-7	6
CCCn1nnnc1SCC(=O)c1ccc2c(c1)OCCO2	-2	3.0	-4	9	11	1	-0.2	3	-25	8
O=C(COC(=O)CCC(=O)c1ccc(F)cc1)Nc1cccc(S(=O)(=O)N2CCOCC2)c1	1	1.6	-3	-8	-1	-3	0.5	-2	-7	1
Cn1nnnc1SCc1ccc([N+](=O)[O-])cc1	4	0.7	10	6	2	-5	-0.9	-1	2	-3
COc1ccc(C2=NO[C@@](CC(=O)O)(C(=O)Nc3ccc4c(c3)OCCO4)C2)cc1	8	0.1	-4	-2	-3	1	-0.5	0	2	-2
CN(C1CCCCC1)S(=O)(=O)c1ccc(C(=O)N2CCN(c3nc4ccccc4s3)CC2)cc1	0	2.1	-5	-13	2	-1	-0.3	6	11	-4
CCCC[n+]1ccc(-c2nc3ccc([N+](=O)[O-])cc3[nH]2)cc1	2	1.2	15	-2	3	0	0.6	2	-1	-5
O=C(O)CCCNS(=O)(=O)c1ccc(NCc2ccccc2)c(C(=O)O)c1	1	-1.7	-13	-69	-1	1	0.3	7	8	1
Cc1cc(C)c(C#N)c(SCC2COc3ccccc3O2)n1 (stereo not given)	-2	0.9	0	8	2	-7	0.9	-1	2	-22
CCOC(=O)C(Cc1ccccc1)(Cc1ccccc1)C(C)=O	-7	1.5	4	-4	2	5	-1.0	1	-2	-12
Nc1c2c(nc3ccc(Br)cc13)N(Cc1ccccc1)CC2	4	1.3	9	-5	3	0	1.4	4	-1	-2
O=C(COC(=O)CN1C(=O)NC2(CCCCC2)C1=O)Nc1cc(F)ccc1F	-1	1.0	-2	-1	-5	3	0.0	4	-3	0
CC(=O)c1cnc2cc(-c3ccc(Cl)cc3)nn2c1C	-4	2.0	4	-19	2	-7	-0.1	0	-1	11
Nn1c(SCC(=O)Nc2ccccc2F)nnc1-c1cccs1	0	0.3	-8	-11	-6	-1	-0.3	0	6	1
CC1=C(C(=O)NC2CC(C)(C)Cc3c2cnn3-c2cccc(F)c2)OCCO1 (stereo not given)	-6	1.9	-1	4	-10	2	0.2	0	-28	4
COc1cc2c(cc1OC)C(c1cccnc1)CC(=O)N2 (stereo not given)	-1	-0.5	-1	-89	2	1	1.4	4	12	5
Nc1ccc(-c2ccc(N)cc2C(F)(F)F)c(C(F)(F)F)c1	-2	0.7	3	10	1	5	-0.1	2	3	0
Cc1ccc(-c2nn(-c3ccccc3)cc2/C=C2\SC(=S)N(CCCCCC(=O)O)C2=O)o1	49*	0.8	-18	-12	-4	-7	1.6	2	5	-3
CCN(C(=O)COC(=O)c1cccc(-n2cnnn2)c1)C1CCCCC1	-2	-1.0	-7	1	8	-5	-0.6	0	-2	5
CN1CCN(C(=O)c2ccc3c(=O)n(Cc4ccco4)c(=S)[nH]c3c2)CC1	-1	-0.4	-2	1	8	0	0.7	5	2	-6
Cc1ccc(C)c(NC(=O)c2cc(S(=O)(=O)N3CCCCC3)c[nH]2)c1	3	1.0	-11	-1	-3	-5	0.2	-10	1	-2
O=C(COC(=O)c1ccc2ncsc2c1)Nc1ccccc1Br	4	1.5	2	-9	3	-2	-0.6	4	-2	1
COc1ccc(-c2csc(NC(=O)C3CC(=O)N(c4ccc5c(c4)OCCO5)C3)n2)cc1 (stereo not given)	8	-6.7	-2	18	-8	-8	0.6	1	-19	5
COC(=O)c1ccc(CSc2nc(C(F)(F)F)c3c(c2C#N)CCC3)o1	11	-0.1	4	-15	-7	-3	-0.8	7	0	-17
CC(=O)Nc1cccc(OCc2cccc([N+](=O)[O-])c2)c1	2	1.4	7	1	-5	5	-0.3	-3	-1	3
CCC(C)C(N)C(=O)N1CCCC1C(=O)NC(C(=O)O)C(C)CC (stereo not given)	2	0.7	5	-5	-1	0	-0.2	3	16	-1

Two entries from above, in markdown.
| canonical_smiles | rCAG binder | FXN GAA850 act | ARFGAP1 inh | ADAM10 inh | Tn6 DDE FP | NPR2 activator | KLK7 zymogen act | NPR1 activator | sPLA2-III inh | ASAP1 inh |
| --- | --- | --- | --- | --- | --- | --- | --- | --- | --- | --- |
| C#CCSc1ncc(S(=O)(=O)c2ccccc2)c(=O)[nH]1 | 2 | -0.1 | 8 | 4 | -2 | 4 | 0.1 | 0 | -13 | 1 |
| CC1(C(=O)N2CCC(CO)(Cc3cccc(C(F)(F)F)c3)CC2)CC1 | -8 | 0.4 | -7 | -12 | -1 | 4 | -0.2 | 1 | 3 | -9 |

(further entries)
SMILES	rCAG binder	FXN GAA850 act	ARFGAP1 inh	ADAM10 inh	Tn6 DDE FP	NPR2 activator	KLK7 zymogen act	NPR1 activator	sPLA2-III inh	ASAP1 inh
CC/C=C/C(=O)N1CC2(CC(c3cccc(NC(=O)CCCCC)c3)=NO2)C[C@H]1C(N)=O (stereo not given in full)	5	0.9	3	-2	-4	-5	0.3	-2	7	1
COC(=O)/C=C1\NCCSC1=O	-1	-0.3	13	2	-7	1	0.5	5	1	-1
O=S1(=O)CC(N2CCCCC2)CN1Cc1cn(Cc2ccc(F)cc2)nn1 (stereo not given)	0	/	-2	-7	4	0	-0.4	-2	16	-5
O=C(OCc1c(Cl)nc2sccn12)c1cc2c(s1)CCCC2	2	3.0	-6	8	-2	2	0.2	0	2	-11
O=S1(=O)CCN(C2CCCCCCC2)CC1	2	-0.1	1	-3	-1	2	0.8	4	-4	4
Cc1cc(=O)oc2cc(NC(=O)CCC(=O)O)ccc12	-1	0.1	8	i	3	-1	1.4	3	2	0
CCCNCc1cc(Br)ccc1OCC(=O)NCCc1ccccc1	-1	-7.4	-1	-4	-4	-8	-0.7	-19	-3	-6
C[C@H](CO)N1C[C@H](C)[C@@H](CN(C)C(=O)Nc2ccc3c(c2)OCO3)Oc2ccc(NC(=O)Nc3ccc4c(c3)OCO4)cc2C1=O	12	-0.1	10	-17	-8	0	-0.6	2	-1	1
C1=C(c2ccccc2)Nc2nnnn2C1	6	0.6	5	-112	-1	5	10	3	-1	13
CCN(CC)S(=O)(=O)c1ccc(C(=O)NC2=NCCS2)cc1	2	-0.1	-3	-4	-6	0	-0.3	-1	-1	0
Cc1nc(SCC(=O)N2CCN(c3ccccc3)CC2)c2oc3ccccc3c2n1	-3	1.1	11	-3	-3	0	0.6	-1	-1	1
O=C(COc1ccccc1[N+](=O)[O-])NC1CC1	0	1.0	4	-3	-8	-8	0.0	6	1	-2
NC(=O)c1ccccc1NC(=O)CCCN1C(=O)CCC1=O	0	-0.9	-6	2	-3	7	0.5	0	9	-7
CCOc1cccc2cc(-c3cn4cc(C)ccc4n3)c(=O)oc12	1	2.8	-1	-7	-8	-2	-1.2	1	-1	-13

Source: PubChem (several laboratories)

Compounds were not picked by outcome (roughly 4.5% active in at least one column).
